GCN5L2 inh – GCN5L2 (KAT2A) acetyltransferase inhibition; Q92830; GCN5L2 HAT assay, ThioGlo1 CoA-SH fluorescence; Potency, µM (top dose mostly 58.9 µM), inactives show top-dose activity change, negative = inhibition, usual class: inhibitors; 390,000 tested, 0.21% active; AID 504327
Target sequence (Q92830 whole entry, looked up): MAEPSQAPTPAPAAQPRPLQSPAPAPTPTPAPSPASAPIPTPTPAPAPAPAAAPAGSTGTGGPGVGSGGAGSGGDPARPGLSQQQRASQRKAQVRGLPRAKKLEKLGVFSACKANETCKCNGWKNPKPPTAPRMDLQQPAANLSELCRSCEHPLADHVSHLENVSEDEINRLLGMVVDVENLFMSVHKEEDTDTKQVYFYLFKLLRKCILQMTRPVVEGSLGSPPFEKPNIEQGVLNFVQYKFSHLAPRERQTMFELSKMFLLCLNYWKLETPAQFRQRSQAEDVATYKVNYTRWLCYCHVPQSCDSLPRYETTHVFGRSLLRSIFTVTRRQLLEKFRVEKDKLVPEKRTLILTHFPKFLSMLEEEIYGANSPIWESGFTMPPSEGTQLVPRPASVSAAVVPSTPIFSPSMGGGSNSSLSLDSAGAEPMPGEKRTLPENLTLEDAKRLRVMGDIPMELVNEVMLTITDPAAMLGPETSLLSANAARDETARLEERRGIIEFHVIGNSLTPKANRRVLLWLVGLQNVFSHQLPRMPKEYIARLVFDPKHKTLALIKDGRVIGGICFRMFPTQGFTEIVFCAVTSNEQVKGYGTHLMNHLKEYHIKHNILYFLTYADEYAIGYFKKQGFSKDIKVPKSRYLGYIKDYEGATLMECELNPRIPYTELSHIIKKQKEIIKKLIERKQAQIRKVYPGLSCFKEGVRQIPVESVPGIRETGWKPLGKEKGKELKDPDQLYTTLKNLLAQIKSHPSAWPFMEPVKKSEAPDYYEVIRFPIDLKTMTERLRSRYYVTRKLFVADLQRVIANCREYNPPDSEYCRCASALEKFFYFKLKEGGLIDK
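Compounds, pin-transferred from DMSO stocks, meet 20nM GCN5L2 for 15 min before the reaction begins with H3(1-25) peptide (75uM) and acetyl-CoA (70uM). Thiol-reactive ThioGlo1 reports CoA release over 20 min at room temperature.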
DT40 TDP1 CPT – growth inhibition of DT40 Tdp1-/-;hTDP1 cells with camptothecin (screen for TDP1 inhibitors); Potency, µM (titrated, usually from 46.2 µM), for inactives: at the highest dose activity change, negative = growth inhibition, hits mostly inhibitors; 420,000 tested, 12% active; chicken DT40 Tdp1-/-;hTDP1 cells + 20 nM CPT, ATP luminescence, 48 h; note: nearly all actives have a fitted effect of over 55% in size
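Cell growth measured by CellTiter-Glo luminescence after a minimum 48 h, 37 C compound exposure with 20 nM CPT in Tdp1-knockout DT40 cells stably expressing hTDP1, seeded 400/well; qHTS titration format.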
TDP1 cell noCPT – qHTS for Inhibitors of human tyrosyl-DNA phosphodiesterase 1 (TDP1): qHTS in cells in absence of CPT. AID 686978, 2013. DT40 Tdp1-/- hTDP1 cells, no CPT, ATP luminescence, 48 h. Potency, µM (titrated, usually from 46.2 µM), for inactives: at the highest dose activity change, negative = growth inhibition, most hits filed as inhibitors. 420,000 tested, 15% active; note: nearly all actives have a fitted effect of over 55% in size
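A cellular qHTS used chicken DT40 cells lacking endogenous Tdp1 but carrying stably transfected human TDP1. Compounds were applied without camptothecin, and cell growth kinetics were judged by ATP-dependent luminescence after ≥48 hr.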
An asterisk follows results filed as active; ? = inconclusive; nt = no result given; & = joins results of further samples; [ ] = dose if it differs, or a comment. Calls come from the whole dose curve; as a rule, active = well fitted curve in the direction sought with a large enough effect; inconclusive = small, poorly fitted or top-dose-only effect, or another doubt; inactive = no such curve, though single readings can be large; an effect the other way counts as inactive or inconclusive. % is set by controls: 0 for no effect and ±100 for the full control effect; potency is the fitted concentration of half-maximal effect.

mol	GCN5L2 inh	DT40 TDP1 CPT	TDP1 cell noCPT
O=C(c1nn(-c2ccccc2)c(=O)c2ccccc12)N1CCN(c2ccccn2)CC1	-12%	?	?
O=C(/C=C/c1ccccc1Cl)NCCCn1ccnc1	-2%	-6%	-7%
O=C1NC(=S)SC1=Cc1ccccc1Cl	nt	-27%	?
CCOc1[nH]n(-c2ccccc2)c(=O)c1C=Nc1ccc(F)cc1F	-1%	?	?
CC(C)(C)c1ccc(/C=C2\CCn3c2nc2cc(C(=O)O)ccc2c3=O)cc1	-6%	-3%	-9%
CCc1ccc(Nc2n[n+](-c3ccccc3)c(-c3ccc(SC)cc3)s2)cc1	-26%	6.5µM*	6.5µM*
Cc1ccc(C(=O)NCCc2nc3ccccc3[nH]2)cc1[N+](=O)[O-]	-4%	-3%	?
Cc1ccc(-c2nnc(N3CCCCCC3)c3ccccc23)cc1	-10%	?	16µM*
CC(C)(C)[C@@H]1C=C(C(=O)NCc2ccccc2)O[C@H](OCc2ccc(CO)cc2)C1	-7%	?	-35%
CCOc1ccccc1C(=O)OCC(=O)NCC1CCCO1 (configuration not stated)	-8%	-9%	-4%
CC(NC(=O)c1cc(S(=O)(=O)N(C)C)ccc1N1CCCC1)C1CC2CCC1C2 (configuration not stated)	-7%	2%	-17%
COc1cccc(CN(CC(=O)NC2CCCC2)C(=O)CCC(=O)Nc2cc(C)on2)c1	-9%	-2%	-12%
CN(C)C(=O)C12CCC(C)(c3nc4ccccc4nc31)C2(C)C (configuration not stated)	-3%	-3%	-13%
CC(=O)Nc1ccc(C(=O)OCc2ccc(F)cc2)cc1	14%	?	?
C[C@@H]1CN([C@@H](C)CO)C(=O)c2cc(C3=CCCCC3)cnc2O[C@H]1CN(C)C(=O)Nc1cccc(F)c1	nt	-8%	-26%
CCOc1cc(N2CCOCC2)c(OCC)cc1NC(=O)C1CCCC1	-3%	?	29µM*
CCOc1ccc(CN2CCN(Cc3nc(C(C)C)cs3)CC2CCO)cc1 (configuration not stated)	-18%	?	?
CC(=O)c1sc(NC(=O)Cc2c(F)cccc2Cl)nc1C	-8%	-6%	?
O=C1CSC(c2ccncc2)N1Cc1ccco1 (configuration not stated)	-5%	-3%	-1%
COc1ccc(CCNC(=O)COc2nsnc2N2CCOCC2)cc1OC	1%	-7%	-12%
O=c1cc(-c2ccccc2)c2c([nH]1)CCCC2	-2%	-11%	?
Cc1cccc(C)c1NC(=O)CN(C1CCCCC1)S(C)(=O)=O	-5%	-7%	-14%
NC(=O)c1c(NC(=O)COC(=O)c2ccc(O)c(Cl)c2)sc2c1CCCC2	-15%	26µM*	?
COc1ccc(NC(=O)CSc2nc3ccccc3n2Cc2cccc(OC)c2)cc1	11%	?	?
Fc1ccc(CSc2ncnc3c2ncn3C2CCCCO2)cc1 (configuration not stated)	nt	?	?
CC(C)Cc1nc2ccc(N)cc2[nH]1	-3%	-7%	9%
CC(=O)Nc1cccc(-c2ccnc3c2CC(C)(C(=O)NCc2cccc(Cl)c2)O3)c1 (configuration not stated)	nt	3.7µM*	4.1µM*
CCNC(=O)c1cccc(NC(=O)C2CC(=O)N(CCc3ccccc3)C2)c1 (configuration not stated)	-15%	-2%	7%
CC(OC(=O)c1ccc(-n2cnnn2)cc1)C(=O)N(C)c1ccccc1 (configuration not stated)	0%	-5%	-18%
O=C(c1ccccc1)N1CCCCC(S(=O)(=O)c2ccccc2)C1=O (configuration not stated)	-5%	2%	-1%
Cc1cccc(NC(=O)c2nc[nH]c2C(=O)N2CCc3ccccc3C2)c1	-11%	?	?
CCc1ccc(C2CC(=O)c3c([nH]c(C(=O)OC4CCCCCC4)c3C)C2)cc1 (configuration not stated)	7%	-27%	-8%
CC(OC(=O)C1CCN(S(=O)(=O)c2ccc3c(c2)OCCO3)CC1)C(=O)N(C)c1ccccc1 (configuration not stated)	-3%	?	?
O=C(O)/C=C/C(=O)NCCC(c1ccccc1)c1ccccc1	-1%	?	?
COc1ccc(C(=O)N2CCC(O)(c3ccc(F)cc3)CC2)cc1OC	-6%	-19%	0%
COc1cc(/C=C2/C(=O)NN(c3cccc(Cl)c3)C2=O)cc(OC)c1O	-8%	-25%	-20%
C[C@H](CO)N1C[C@H](C)[C@H](CN(C)C(=O)CCC(F)(F)F)OCc2cnnn2CCCC1=O	nt	1%	7%
Cc1cc(NCCCN2CCOCC2)n2nc(C)c(-c3ccccc3)c2n1	-6%	16µM*	16µM*
COc1cc(-n2ccnc2SC)c(Cl)cc1Cl	-16%	?	18µM*
CCC(=O)Nc1ccccc1N1CCN(c2ccc(F)cc2)CC1	-15%	21µM*	?
COc1cccc(NC(=O)Nc2nnc(CC(=O)NCc3ccccc3)s2)c1	16%	?	-21%
CCOc1ccc(N(CC(=O)Nc2ccc(Cl)cc2)S(C)(=O)=O)cc1	nt	?	?
CC(Oc1cc2oc(=O)cc(-c3ccccc3)c2cc1Cl)C(=O)NCC1CCC(C(=O)O)CC1 (configuration not stated)	0%	-21%	?
Cc1ncc(CSc2nnnn2-c2ccccc2)c(N)n1	-14%	-15%	-29%
COc1ccccc1CNCCS(=O)(=O)NCc1ccccc1OC	nt	?	?
O=C(CCCCCn1c(=S)[nH]c2ccc(N3CCOCC3)cc2c1=O)NCCc1ccccc1	0%	3%	-24%
O=c1c2sccc2n(Cc2cc(=O)n3ccccc3n2)c(=O)n1-c1cccc(C(F)(F)F)c1	-3%	-5%	-8%
COc1ccc(N2CCN(C(=O)C(=O)c3cccc([N+](=O)[O-])c3)CC2)cc1	nt	?	?
CCOC(=O)c1ccc(NC(=O)Cn2cc(C(=O)c3ccc(Cl)cc3)c(=O)c3ccc(C)nc32)cc1	8%	4.6µM*	3.3µM*
CN(CC1COc2ccccc2O1)C(=O)CSc1nncs1 (configuration not stated)	4%	-2%	5%
Clc1ccc(Sc2cc(Cl)c(-c3ccccc3)nn2)cc1	-7%	-23%	?
Cc1cn([C@H]2C[C@H](O)[C@@H](/C=C/C(=O)N3CCN(Cc4ccc(F)cc4)CC3)O2)c(=O)[nH]c1=O	nt	-1%	7%
CC1=C(C(=O)Nc2ccc(C(=O)NCCCN3CCCCC3)cc2)SCCO1	-13%	-3%	3%
COc1ccc(CN(Cc2cccn2C)S(=O)(=O)c2ccc(F)cc2)cc1	-10%	-5%	?
Cc1ccccc1CN1CCN(CC(=O)NCc2ccco2)C1=O	4%	20%	-16%
C=CCn1c(SCC(=O)N(C)c2c(N)n(Cc3ccccc3)c(=O)[nH]c2=O)nnc1-c1ccccc1OC	1%	-21%	-5%
NC(=O)Nc1ccc(C(=O)OCC(=O)NC2CCCCC2)cc1	-1%	-1%	-2%
O=C(/C=C/c1ccc(F)cc1)NC(=S)NNC(=O)c1cccnc1	-6%	?	?
O=C(CSc1nnc(-c2cccs2)n1-c1ccccc1)NCc1ccco1	-15%	2%	-12%
CC(=O)C1=C(C)NC(=O)CC1c1ccccc1Cl (configuration not stated)	-3%	0%	-24%

(cont.)
mol	GCN5L2 inh	DT40 TDP1 CPT	TDP1 cell noCPT
COc1cccc(-c2n[nH]c3c2C(c2ccccn2)N(C)C3=O)c1 (configuration not stated)	-8%	-3%	-3%
C[C@@H]1ON(C)[C@H]2C[C@H]3c4[nH]c5ccc(-c6ccc7c(c6)OCO7)cc5c4CCN3C[C@@H]12	nt	?	21µM*
CCCC(CCC(=O)Nc1ccc(C(=O)OC)cc1)C(=O)O (configuration not stated)	3%	32%[activator]	-10%
Cc1ccccc1-c1nc(SCC(=O)NCc2ccco2)c2c(=O)n(C)c(=O)n(C)c2n1	-4%	-24%	7%
Cc1cccc(NC(=S)N(Cc2ccc(Br)cc2)Cc2ccc(C(=O)O)cc2)c1	-6%	-16%	-8%
Cc1ccccc1/C=N/NC(=O)c1cccnc1	-7%	1%	4%
COc1ccc(C[C@H]2CN3C(=NC[C@H]3Cc3ccccc3)N2CCNC(=O)CCC2CCCCC2)cc1	-3%	?	26µM*
O=C(NN=C1CCCCCC1)c1cn(-c2ccccc2)nc1-c1ccccc1	-1%	-26%	?
O=C(Nc1cccc2ccccc12)c1csc([C@@H]2O[C@H](CO)[C@@H](O)[C@H]2O)n1	nt	?	?
CCNc1nc(NC(C)C)nc(Oc2ccc(/C=N/O)cc2)n1	2%	-25%	-19%
Cc1ccc(NC(=O)CCC(=O)N2Cc3ccccc3Oc3ncccc32)c(C)c1	-24%	?	?
CCCCCCSc1cccc(-c2nc3ccc(Cl)cn3c2NCCCC)c1	nt	16µM*	13µM*
O=C(Nc1ccccc1O)c1cccc(NC(=O)c2ccco2)c1	-2%	21µM*	13µM*
O=C(OCC(=O)N1CCOCC1)c1ccc(N2CCOCC2)c([N+](=O)[O-])c1	-6%	18%	-2%
N#Cc1ccc(-c2nc3ccccc3c(=O)n2O)cc1	28%	-18%	?
COc1ccccc1Cc1c(-c2ccc(C#N)cc2)nc2c(C)cc(Br)cn12	nt	?	?
Clc1ccc(OCc2cn3ccccc3n2)c2ncccc12	-4%	15µM*	16µM*
Cc1nc2ccccc2n1CC(O)Cn1c(C(F)(F)F)nc2ccccc21 (configuration not stated)	-8%	-19%	?
C=CCSc1nnc(C)c(/C=C/Nc2ccc(Cl)cc2)n1	-5%	?	?
CCn1c(SCC(=O)Nc2cc(C(C)(C)C)nn2-c2ccccc2)nnc1-c1cccs1	-7%	-29%	?
COc1ccc(Cc2nc3ccc(C(=O)N(C)C(C)c4nccs4)cc3o2)cc1 (configuration not stated)	-2%	-18%	-4%
CCc1ccc(CNC(=O)c2cc(=O)[nH]c3ccc(S(=O)(=O)N4CCCCC4)cc23)cc1	3%	-2%	5%
CN(C)c1ccc(C(CNC(=O)Cc2ccc(Cl)cc2)N2CCOCC2)cc1 (configuration not stated)	-7%	?	?
Cc1ccc(NC(=O)CSCC(=O)Nc2ccc(S(=O)(=O)N3CCCC3)cc2)cc1	0%	-4%	?
CCCCOc1nc(N2CCOCC2)nc(C)c1[N+](=O)[O-]	-7%	-1%	-25%
COc1ccccc1NC(=O)CCS(=O)(=O)c1cc2c(cc1Cl)NC(=O)CO2	2%	2%	19%
CC1=C(C(N)=O)C(c2ccc(Cl)c(Cl)c2)n2ncnc2N1 (configuration not stated)	-9%	15%	0%
O=C1C2C3C=CC(C3)C2C(=O)N1c1ccc2c(c1)OCO2 (configuration not stated)	0%	-13%	-23%
C[C@@H](C(=O)Nc1ccc2ccccc2c1)[C@H]1C[C@]1(C)[C@H](NS(=O)(=O)c1ccc(-c2ccccc2)cc1)c1ccccc1	-2%	?	?
CCN1C(=O)N[C@@H](c2ccccc2)[C@@H](C(=O)OC)[C@H]1C	nt	-18%	-1%

Random excerpt: six records from the list
mol	GCN5L2 inh	DT40 TDP1 CPT	TDP1 cell noCPT
Clc1ccc(OCc2cn3ccccc3n2)c2ncccc12	-4%	15µM*	16µM*
C[C@@H](C(=O)Nc1ccc2ccccc2c1)[C@H]1C[C@]1(C)[C@H](NS(=O)(=O)c1ccc(-c2ccccc2)cc1)c1ccccc1	-2%	?	?
CCc1ccc(CNC(=O)c2cc(=O)[nH]c3ccc(S(=O)(=O)N4CCCCC4)cc23)cc1	3%	-2%	5%
Cc1nc2ccccc2n1CC(O)Cn1c(C(F)(F)F)nc2ccccc21 (configuration not stated)	-8%	-19%	?
C[C@@H]1ON(C)[C@H]2C[C@H]3c4[nH]c5ccc(-c6ccc7c(c6)OCO7)cc5c4CCN3C[C@@H]12	nt	?	21µM*
N#Cc1ccc(-c2nc3ccccc3c(=O)n2O)cc1	28%	-18%	?

(further entries)
mol	GCN5L2 inh	DT40 TDP1 CPT	TDP1 cell noCPT
O=C1CC[C@@H](C(=O)O)N1	-18%&-25%	21%	12%&3%
C/C(=N\NC(=O)c1nn(C)cc1Br)c1ccc(NC(=O)c2ccncc2)cc1	-1%	4%	-4%
O=C(NCc1ccccc1)N[C@@H](Cc1c[nH]c2ccccc12)C(=O)O	-2%	-14%	-4%
O=C(CCc1ccccc1)NCc1ccccc1	-6%	4%	-1%
